# Hep lipid drop: hepatic lipid droplet formation modulation. actives 0.4% (n = 240,000). AID 1656. AML12 mouse hepatocytes, oleate lipid droplets, BODIPY imaging. inhibition, % at 6.5 µM;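 active = lipid droplet intensity inhibited by at least 50%, with more than 500 cells counted; inconclusive = wells with under 300 cells, treated as cytotoxic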
#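 Assay system: AML12 mouse liver cells | Compound dosing: One dose, 6.5 µM compound | Read-out basis: Droplet intensity reduction, % inhibition | Measured by: Fluorescence imaging, 20x objective, two fields per well | Schedule: Overnight treatment with compound plus oleate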
# Myeloid diff 2: compounds promoting myeloid differentiation; ER-HoxA9 myeloid progenitors, lysozyme-GFP differentiation, flow cytometry; calls only at 10 µM; actives 1% (n = 360,000); AID 624256;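 active = normalized GFP-positive differentiation at or above the plate's own cutoff, the solvent-only control mean plus 3 SD; inconclusive = no clear call, values can overlap the other calls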;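 also: cells exposed to compound for four days before flow analysis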
# AID2073: inhibitors of Mint1-CaV2.2 protein interaction, biochemical, HTRF (AID 2073); HTRF protein-protein interaction, Mint1-CaV2.2; higher % means a stronger effect; inhibition, % at 20 µM; hits with a dose series show IC50 in µM; actives 0.19% (n = 290,000); in the data active = inhibition mostly above about 51%, no sharp cut-off; inconclusive = no clear call, values can overlap the other calls; inactive = mostly below about 53%; also: some results filed as inactive read as strong as hits
# SIAH1 antagonists: Siah-1 peptide-binding antagonists, primary screen, biochemical, fluorescence polarization, rhodamine-plectin, uHTS (AID 1817). Siah-1 / rhodamine-plectin peptide fluorescence polarization; higher % means a stronger effect. displacement, % at 20 µM, or IC50 in µM where a hit was titrated. actives 0.02% (n = 290,000);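 active = displacement of at least 50% at 20 µM, with a fluorescence ratio check between 0.3 and a set limit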;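 also: plate controls were Siah plus tracer with DMSO for no effect and tracer alone without Siah for full effect; strong numbers were not always called active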
# HIV peptide binding: cell-free HIV fusion peptide-binding blockers – biochemical, uHTS, fluorescence dequenching, primary screen (AID 1986); inhibition, % at 20 µM; hits with a dose series show IC50 in µM; cell-free peptide binding, fluorescence dequenching, 30 min; higher % means a stronger effect; actives 0.3% (n = 290,000); in the data active = inhibition mostly above about 52%, no sharp cut-off; inactive = mostly below about 76%; also: some results filed as inactive read as strong as hits
# XIAP displacement: small molecules displacing peptide from XIAP – biochemical, IAP family, fluorescence polarization (AID 1018). XIAP BIR domain, fluorescence polarization peptide displacement; higher % means a stronger effect. actives 0.007% (n = 200,000). displacement, % at 20 µM; hits with a dose series show IC50 in µM; in the data active = displacement above about 50%; also: a part of the inactive calls stands beside numbers as strong as those of hits
# NOD2 inhibition: inhibition of NOD2-driven NF-kB reporter – cell-based, luminescence, uHTS, HEK293 (AID 1566); HEK293 NOD2/NF-kB luciferase reporter, luminescence; higher % means a stronger effect; inhibition, % at 4 µM; hits with a dose series show EC50 in µM; actives 0.63% (n = 290,000); also: many of its hits are not listed in these tables
# Dengue-2 NS5 capping: flavivirus cap methylation enzyme inhibition – biochemical, confirmation dose response, primary screen (AID 588689); Dengue-2 NS5 methyltransferase capping enzyme assay, biochemical; higher % means a stronger effect; inhibition, % at 25 µM, or IC50 in µM where a hit was titrated; actives 0.3% (n = 340,000); in the data active = a potency from the dose series; inconclusive = inhibition above about 29% without an active follow-up result
# LYP phosphatase: PTPN22 lymphoid phosphatase activity blockers – biochemical, fluorescence intensity, uHTS (AID 1779); one-dose inhibition, % at 11.5 µM; IC50 in µM for titrated hits; actives 0.054% (n = 290,000); recombinant LYP phosphatase, fluorescence intensity; higher % means a stronger effect;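 also: plate controls were vehicle with enzyme for no effect and no enzyme for full effect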
# Hep lipid drop cells 6.5 µM: also measured in Hep lipid drop; calls as there; cell count; measured here: cell count, cytotoxicity flag;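 cells counted across two imaged fields per well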
# Dengue-2 NS5 capping pilot replicate: also measured in Dengue-2 NS5 capping; calls as there; inhibition, %; measured here: pilot screen replicate inhibition
# Myeloid diff 2 GFP+ MAC1+ %: also measured in Myeloid diff 2; calls as there; GFP+ MAC1+ double positive, %; measured here: differentiation confirmed by MAC1 staining
# Active calls of the source: *; i = inactive; ? = inconclusive; . = no result given. Rule as the data show it, unless noted: active = inhibition above about 50%; inactive = the rest.
SMILES,Hep lipid drop,Hep lipid drop cells 6.5 µM,Myeloid diff 2,Myeloid diff 2 GFP+ MAC1+ %,AID2073,SIAH1 antagonists,HIV peptide binding,XIAP displacement,NOD2 inhibition,Dengue-2 NS5 capping,LYP phosphatase,others
CCC(C)NCCCOc1ccc(Cl)cc1C(C)(C)C (centres undefined),12.2,644,i,0.4,0.4%,10.4%,0.4%,-4.1%,-3.9%,2.9%,-8.4%,
Cc1ccccc1NC(=O)c1c(C)nn(-c2ccccc2)c1Cl,-1.6,667,i,0.6,0.2%,-1.7%,0.3%,-12.5%,-13.5%,-3.9%,-1.5%,
O=C(OCc1cccc2ccccc12)C1CC(=O)N(c2ccccc2)C1 (centres undefined),.,.,i,0.6,12.7%,0.4%,5.5%,-8.6%,9.7%,1.2%,-5.2%,Dengue-2 NS5 capping pilot replicate=-0.6
Cc1ccc(-c2nnc(Nc3cccc(O)c3)c3ccccc23)cc1S(=O)(=O)NCCO,2.2,821,i,0.8,8.0%,3.5%,2.0%,.,12.5%,0.0%,-4.8%,
CNc1nc(CC(C)=O)ns1,.,.,i,0.6,-4.8%,-3.6%,-1.7%,-7.4%,-12.4%,0.0%,-8.1%,
CC(=O)Nc1cccc(NC(=O)CCCC(=O)O)c1,.,.,i,1.7,7.9%,0.6%,2.9%,-0.4%,20.6%,-4.8%,-9.1%,
COc1ccc(N2C(=O)c3ccccc3C2=O)cc1,3.6,667,i,0.6,21.1%,1.5%,0.5%,-5.9%,-9.5%,-3.0%,-3.0%,
Cc1c(Cl)cn2c(=O)cc(CN3CCN(c4ccc(F)cc4)CC3)nc2c1Cl,7.8,660,.,.,24.3%,-4.3%,-3.0%,-6.8%,5.7%,.,-1.7%,
CC(=O)c1cccc(Nc2nc(=O)c3cccnc3s2)c1,-2.0,807,i,4.6,1.8%,-0.4%,0.8%,-3.0%,-3.5%,-2.4%,-4.8%,
COc1ccc(/C(C)=N/NC(=O)CCC(=O)Nc2ccc(Cl)cc2Cl)c(OC)c1,14.7,703,i,1.1,1.9%,-0.3%,1.8%,-5.7%,-3.1%,-3.6%,6.7%,
COc1ccc(-n2nc3c(N4CCC(C(=O)NCc5ccccc5)CC4)nnc(C)c3c2C)cc1,7.6,699,i,1.0,-2.5%,5.7%,5.4%,.,26.0%,7.7%,-7.2%,
Cc1cc(C)nc(SC(C(=O)O)c2ccccc2)n1 (centres undefined),1.5,694,i,0.0,-1.5%,18.7%,2.0%,-3.9%,-5.5%,-0.4%,-3.6%,
CC(C)c1nnc(NC(=O)c2c(O)c3cccc4c3n(c2=O)CCC4)s1,.,.,i,3.3,-4.0%,1.5%,3.1%,-5.5%,40.3%,16.6%,-9.3%,
C/C(=N\NC(=O)c1cccc(C)c1O)c1ccc(NC(=O)Cc2ccccc2)cc1,4.7,713,?,.,6.7%,6.9%,0.3%,.,-0.7%,-5.8%,-0.5%,
Nc1cc(Cl)ccc1N1CCCC1,-4.7,701,i,1.2,-8.2%,-0.3%,-1.0%,-19.3%,-31.8%,9.9%,-3.6%,
CC(C)N1CCC(=NNC(=O)c2ccccc2[N+](=O)[O-])CC1,-0.9,556,i,0.3,5.7%,2.7%,-1.8%,-6.9%,21.3%,1.9%,-8.0%,
COC(=O)NNC(=O)C(C)Oc1ccc(Cl)cc1Cl (centres undefined),-3.2,720,i,7.6,-0.3%,-3.0%,-1.5%,-0.2%,-2.7%,-1.6%,-9.0%,
CN1CCN(c2ccc(NC(=O)c3ccc(Cl)cc3)cn2)CC1,5.0,711,i,0.4,-3.2%,-0.1%,8.3%,-4.1%,0.2%,2.9%,-3.4%,
Brc1ccc(CSc2ccc3nnc(-c4cccnc4)n3n2)cc1,-0.1,697,.,.,14.4%,5.8%,-0.1%,-2.8%,17.4%,0.7%,-1.6%,
CCOc1ccc(NC(=O)C2CCCN2S(=O)(=O)c2ccc(OCC)cc2)cc1 (centres undefined),-2.1,842,i,0.7,6.1%,10.2%,-0.9%,.,19.1%,-4.2%,-4.9%,

# Overlap with the part before: 4 entries, then new ones.
SMILES,Hep lipid drop,Hep lipid drop cells 6.5 µM,Myeloid diff 2,Myeloid diff 2 GFP+ MAC1+ %,AID2073,SIAH1 antagonists,HIV peptide binding,XIAP displacement,NOD2 inhibition,Dengue-2 NS5 capping,LYP phosphatase,others
COC(=O)NNC(=O)C(C)Oc1ccc(Cl)cc1Cl (centres undefined),-3.2,720,i,7.6,-0.3%,-3.0%,-1.5%,-0.2%,-2.7%,-1.6%,-9.0%,
CN1CCN(c2ccc(NC(=O)c3ccc(Cl)cc3)cn2)CC1,5.0,711,i,0.4,-3.2%,-0.1%,8.3%,-4.1%,0.2%,2.9%,-3.4%,
Brc1ccc(CSc2ccc3nnc(-c4cccnc4)n3n2)cc1,-0.1,697,.,.,14.4%,5.8%,-0.1%,-2.8%,17.4%,0.7%,-1.6%,
CCOc1ccc(NC(=O)C2CCCN2S(=O)(=O)c2ccc(OCC)cc2)cc1 (centres undefined),-2.1,842,i,0.7,6.1%,10.2%,-0.9%,.,19.1%,-4.2%,-4.9%,
O=C(O)C1CC(=O)N(C2CCCCCC2)C1 (centres undefined),-2.4,774,i,1.7,-0.7%,2.2%,3.0%,-6.3%,-0.2%,-1.4%,0.0%,
O=C(Nc1ccc2c(c1)OCO2)N1CCOCC1,-5.3,807,i,0.6,-30.8%,-0.5%,-1.8%,-2.5%,11.1%,3.8%,-10.3%,Dengue-2 NS5 capping pilot replicate=-0.9
COc1ccc(S(=O)(=O)N(C)CC(=O)NCCCn2ccnc2)cc1Cl,-0.6,850,i,0.5,6.8%,-9.8%,-1.2%,.,4.9%,9.8%,-3.4%,
CCOC(=O)c1c(S(=O)(=O)NCC(=O)Nc2cc(C)ccc2C)c(C)n(C)c1C,-24.5,674,i,2.9,8.7%,1.4%,1.4%,.,11.2%,0.0%,-10.7%,
COc1ccc(NC2c3ccccc3C(=O)N2Cc2ccco2)cc1OC (centres undefined),27.5,710,i,3.7,1.9%,0.5%,0.3%,-0.3%,6.6%,3.5%,-2.0%,
CC(C)(C)Cc1nnc(NC(=O)c2ccc([N+](=O)[O-])cc2)s1,-0.3,680,i,1.9,-2.2%,1.9%,-0.1%,-2.8%,-27.3%,-7.2%,-7.5%,
CCN(CC)S(=O)(=O)c1ccc(/C=C/C(=O)OCC(=O)Nc2ccc(S(N)(=O)=O)cc2)cc1,-2.0,642,i,0.7,6.3%,-2.7%,1.1%,-9.9%,7.7%,-2.6%,-2.9%,
O=C(O)COc1ccccc1/C=N/NC(=O)CSc1nc2ccccc2s1,-8.2,709,i,0.9,10.2%,-2.3%,1.9%,.,-0.7%,-3.8%,1.3%,
Cc1cc(C(=O)NCCc2ccc(S(N)(=O)=O)cc2)no1,5.7,718,i,0.2,7.5%,10.2%,-1.5%,-4.4%,11.8%,0.0%,-7.6%,
CCc1cccc(NC(=O)CN(c2ccc(OC)cc2)S(=O)(=O)c2c(C)n[nH]c2C)c1,.,.,i,0.7,4.1%,0.0%,-0.5%,-4.3%,24.0%,0.7%,-6.5%,Dengue-2 NS5 capping pilot replicate=-4.3
CCCN1C(=O)/C(=C/c2ccc(N3CCOCC3)cc2)NC1=S,-1.6,721,i,0.4,-22.3%,7.0%,51.6%,-2.7%,0.4%,-39.8%,0.1%,
O=C(CNc1n[nH]c(=O)[nH]c1=O)N/N=C/C=C/c1ccccc1,-3.2,693,i,0.4,5.5%,1.5%,-1.4%,.,14.1%,-6.8%,-0.5%,
CN(C)c1ccc(/C=N\Nc2nc(-c3ccccc3)cc(=O)[nH]2)cc1,2.4,630,i,0.4,12.1%,20.1%,-4.5%,-7.3%,6.0%,-0.6%,8.5%,
Cc1cccc(-n2c(Cc3cc(=O)[nH]c(=O)[nH]3)nnc2SCC(=O)N2CCc3ccccc32)c1,7.9,812,i,0.3,7.7%,-4.0%,-0.3%,.,-2.3%,0.7%,-1.2%,
O=C(NNc1cccc(Cl)n1)Nc1cccc(Cl)c1,-2.3,773,i,0.7,-4.7%,5.8%,-0.7%,-3.6%,4.4%,-6.5%,1.1%,
COc1ccc(C(=O)NCC(=O)N=Nc2c(O)n(Cc3ccccc3)c3ccccc23)cc1OC,1.8,562,i,0.2,4.2%,1.2%,-1.9%,-4.3%,-5.0%,10.9%,-0.5%,
COc1ccc(S(=O)(=O)N2CCOCC2)cc1NC(=O)c1ccc(-n2nc(C)cc2C)cc1,-3.6,640,i,1.6,25.6%,-5.5%,-1.2%,.,-24.8%,-6.3%,-11.4%,
CCC(C)NC(=O)CC(c1ccc(OC)cc1)n1cccc1 (centres undefined),.,.,i,0.9,-7.4%,5.3%,0.8%,-1.2%,7.8%,-8.2%,-4.2%,
CCOC(=O)c1ccc(NC(=O)C2CCCN(S(=O)(=O)c3cnc[nH]3)C2)cc1 (centres undefined),.,.,i,2.1,-4.8%,3.3%,-1.0%,-0.9%,0.5%,-3.7%,2.7%,
COc1ccc(CCC(=O)Nc2nnc(C(F)(F)F)s2)cc1,-21.8,678,i,1.3,1.7%,2.8%,2.7%,.,8.4%,-2.6%,-9.5%,
CCc1ncc(C)nc1CC,11.9,714,i,1.6,-1.2%,5.9%,0.7%,.,3.5%,-6.5%,-9.6%,
CC1=NOC(=O)/C1=C\c1ccc(-c2ccc(Br)cc2)o1,-11.7,717,i,0.4,37.5%,14.2%,6.8%,-8.9%,-42.2%,24.5%,0.3%,
COc1ccc(CC(=O)NCc2ccc3c(c2)cc(C)n3C)cc1OC,10.5,664,i,0.9,2.2%,-2.7%,1.4%,-4.9%,23.1%,26.3%,-6.1%,
COc1ccc(C2=NS(=O)(=O)N(C)C(C(=O)N3CCCCC3)=C2)cc1OC,-55.7,734,i,2.6,8.6%,-2.9%,-0.2%,.,-0.4%,0.7%,-10.1%,
CCOc1ccc(-c2c(C)n([O-])c3c([n+]2=O)CCCCC3)cc1,3.7,681,i,0.2,-1.8%,-1.1%,0.3%,-9.7%,7.7%,-0.8%,-4.3%,
COc1cc2c(c(OC)c1)C(c1ccncc1)CC(=O)N2 (centres undefined),14.4,712,i,3.2,10.3%,4.7%,-1.3%,-2.6%,11.7%,-2.1%,-1.2%,
Cc1ccccc1CC(=O)NC1CCN(C)CC1,0.4,824,i,0.3,1.6%,0.0%,1.4%,.,-1.4%,-4.6%,-7.4%,Dengue-2 NS5 capping pilot replicate=0.6
COCCn1c(SCC(=O)Nc2cc(C)cc(C)c2)nnc1C(C)C,.,.,i,0.2,3.3%,1.8%,-1.3%,-4.6%,17.3%,0.8%,-8.1%,
CC1CCC(C(C)C)C2=C1C(C#N)(C#N)C(C#N)(C#N)C(c1ccccc1)N2 (centres undefined),.,.,i,0.6,-25.6%,-2.4%,-2.4%,0.7%,13.0%,30.0%,1.8%,

# The list is partial; the hit share may differ from the screen's.
